# KCNQ1 act = potentiators or activators of KCNQ1 channel, primary screen, cell-based, thallium flux, high-throughput; CHO-K1 KCNQ1, thallium flux FluxOR fluorescence; stronger effect = higher value; B-score at 10 µM; hit rate 0.35% among 310,000; AID 2648, 2010;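 active means fluorescence ratio B-score, a plate-corrected score, at least three library SD, with initial intensity B-score within 5 SD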
#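 Doses: Single concentration per compound, DMSO matched to controls | Test system: KCNQ1-transfected CHO-K1 cells | Timing: 90 min dye loading and 20 min compound exposure, both at room temperature | Measured by: Kinetic FluxOR thallium fluorescence, 10-s 1-Hz baseline, 110-s post-stimulus read | Medium: Assay buffer with matched DMSO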
# MrgX1 PAM = positive allosteric modulators of MrgX1, primary screen, HEK293 cells, Fluo-4 calcium flux | Mas-related G-protein coupled receptor member X1 (Homo sapiens), Q96LB2 | FDSS; stronger effect = higher value | B-score at 10 µM | hit rate 0.63% among 310,000 | AID 588675, 2011;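 active means plate-corrected calcium response at least 3 library SD above typical, normal starting fluorescence, not activating the receptor alone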;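 further: compound read alongside a low EC10 to EC30 dose of BAM8-22 agonist; peak minus trough fluorescence over baseline measured at the second addition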
# RGS4 act = RGS4 potentiators or activators, primary screen, cell-based, HEK293 M3R inducible RGS4, calcium flux. carbachol calcium flux Fluo4; stronger effect = lower value. B-score at 10 µM. hit rate 0.92% among 310,000. AID 463111, 2010;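 active means B-score of the integrated calcium signal more than 4 SD below the library mean, with starting fluorescence not abnormally high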;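 further: negative B-score means reduced calcium response which marks RGS4 activation or potentiation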
#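 System – HEK293 FlpIn-TREx cells, stable M3R, doxycycline-inducible RGS4 · Reagent – ECmax carbachol challenge · Times – compound preincubation 20 min at room temperature before agonist · Technique – Fluo4 fluorescence kinetic imaging of calcium · Measure – B score of integrated Fluo4 ratio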
# RGS4 block = RGS4 inhibitors, primary screen, cell-based, HEK293 M3R inducible RGS4, calcium flux | Fluo-4 calcium flux; stronger effect = higher value; triggered by carbachol at its EC20 | B-score at 10 µM | hit rate 0.45% among 310,000 | AID 463165, 2010;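 active means B-score, a plate-corrected calcium signal, over three deviations above library mean, with baseline fluorescence within five deviations of library mean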;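 further: RGS4 expression induced by doxycycline in cells with stable M3 receptor; B-score is computed from the integrated fluorescence ratio over baseline after carbachol; higher B-score means a larger calcium signal and so more RGS4 inhibition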
# MrgX1 ag = agonists of human MrgX1 receptor, primary screen, HEK293 cells, Fluo-4 calcium flux; AID 588627, 2011; Mas-related G-protein coupled receptor member X1 (Homo sapiens), Q96LB2; Fluo-4 calcium fluorescence, agonist mode; stronger effect = higher value; hit rate 0.44% among 310,000; B-score at 10 µM;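 active means calcium response B-score plate-corrected fluorescence ratio at least 3 library SD, with starting fluorescence B-score inside 5 SD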
#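 Material: MrgX1-expressing HEK293 cells / Dosing: compound as first of three additions / Incubation: overnight seeding, then 1 h dark dye loading / Signal: Fluo-4 NW calcium fluorescence / Evaluation: B-scored fluorescence response ratio / Benchmarks: positive and negative control wells on each plate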
# hERG rescue = hERG rescue from dofetilide block, primary screen, cell-based, CHO-hERG, FluxOR thallium flux, dofetilide IC70; dofetilide IC70 present; AID 1511, 2009; activation (rescue from dofetilide block), less the hit threshold, % at 10 µM; hit rate 0.51% among 310,000; Voltage-gated inwardly rectifying potassium channel KCNH2 (Homo sapiens), Q12809;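 active means activation above the mean of controls blocked by dofetilide plus 5 SD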;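 further: thallium influx through hERG after potassium depolarization seen as dye fluorescence rise; in these data hits start at about 4.7%; inactives centre near -7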
# KCNK9 block = KCNK9 potassium channel inhibitors, primary screen, HEK293 cells, thallium flux; Potassium channel subfamily K member 9 (Homo sapiens), Q9NPC2; AID 488922, 2010; FluxOR thallium flux fluorescence; stronger effect = lower value; hit rate 1.2% among 310,000; B-score at 10 µM;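 active means ratio B-score over 3 SD below the library mean, with starting fluorescence within 5 SD of its mean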;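 further: negative B-score means less thallium flux so channel inhibition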
# KCNK3 block = human KCNK3 channel inhibitors, primary screen, CHO cells, FluxOR thallium flux, B-score | Potassium channel subfamily K member 3 (Homo sapiens), O14649 | FluxOR fluorescence; stronger effect = lower value | B-score at 10 µM | hit rate 0.84% among 340,000 | AID 602410, 2012;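 active means B-score under library mean minus 4 SD, starting fluorescence ratio at most library mean plus 5 SD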;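 further: more negative B-score means stronger inhibition of thallium flux through KCNK3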
# KCNQ1 block = inhibitors of human KCNQ1 channel, primary screen, cell-based, thallium flux, high-throughput; CHO-K1 KCNQ1, FluxOR thallium flux fluorescence; stronger effect = higher value; B-score at 10 µM; hit rate 1.3% among 310,000;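 active means compounds whose thallium flux B-score, printed positive for inhibition, exceeds three library SD while starting fluorescence stays within three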;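 further: channel opened by potassium depolarization with thallium stimulus after 20 min compound exposure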
# TMEM16A act = TMEM16A chloride channel activators or potentiators, primary screen, cell-based, HTS. Anoctamin-1 (Mus musculus), Q8BHY3. HEK293 TMEM16A/YFP-H148Q/I152L, iodide quench fluorescence; stronger effect = lower value. B-score at 10 µM. hit rate 0.3% among 340,000. AID 623877, 2012;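 active means fluorescence-ratio B-score plate-corrected deviation score at least 3 library SD below zero, with starting fluorescence score within 5 deviations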;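 further: channel opened by trigger with iodide after compound preincubation; score built on the fluorescence ratio of max minus min over baseline; more negative score means more quench and so TMEM16A activation or potentiation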
# Target sequence (Q8BHY3 whole entry, looked up): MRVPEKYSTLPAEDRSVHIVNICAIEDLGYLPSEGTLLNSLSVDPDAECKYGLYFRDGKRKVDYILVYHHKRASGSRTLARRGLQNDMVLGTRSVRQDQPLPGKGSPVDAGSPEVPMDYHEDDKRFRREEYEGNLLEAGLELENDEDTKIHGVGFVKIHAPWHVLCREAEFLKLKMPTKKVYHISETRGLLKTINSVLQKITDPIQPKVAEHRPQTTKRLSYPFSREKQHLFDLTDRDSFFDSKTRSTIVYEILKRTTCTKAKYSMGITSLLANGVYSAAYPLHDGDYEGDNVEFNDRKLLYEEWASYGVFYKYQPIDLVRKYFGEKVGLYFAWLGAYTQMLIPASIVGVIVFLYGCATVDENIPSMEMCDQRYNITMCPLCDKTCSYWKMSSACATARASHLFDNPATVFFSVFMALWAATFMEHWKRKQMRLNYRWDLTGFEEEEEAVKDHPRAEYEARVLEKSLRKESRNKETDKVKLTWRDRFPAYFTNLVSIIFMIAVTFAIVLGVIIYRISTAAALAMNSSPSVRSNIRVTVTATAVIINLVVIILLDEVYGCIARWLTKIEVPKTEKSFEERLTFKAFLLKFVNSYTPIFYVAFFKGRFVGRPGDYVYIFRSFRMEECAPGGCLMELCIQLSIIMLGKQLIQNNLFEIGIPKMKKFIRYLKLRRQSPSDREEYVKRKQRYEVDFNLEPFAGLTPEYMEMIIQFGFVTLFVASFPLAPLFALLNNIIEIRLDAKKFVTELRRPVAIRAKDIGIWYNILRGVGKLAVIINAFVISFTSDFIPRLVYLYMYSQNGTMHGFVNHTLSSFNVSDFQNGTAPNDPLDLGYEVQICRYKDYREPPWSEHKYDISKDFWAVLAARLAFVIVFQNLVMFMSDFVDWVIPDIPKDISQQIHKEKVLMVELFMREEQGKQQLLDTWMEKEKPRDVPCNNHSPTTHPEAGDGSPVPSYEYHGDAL
# TMEM16A inh = TMEM16A chloride channel inhibitors, primary screen, cell-based, HTS; hit rate 1.2% among 310,000; Anoctamin-1 (Mus musculus), Q8BHY3; HEK293 TMEM16A/YFP iodide influx fluorescence, ionomycin; normalized B-score (activity score, 25-100; higher = stronger inhibition) at 10 µM; AID 588511, 2011;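 active means ratio plate-corrected score three or more library SD toward inhibition, starting fluorescence score within five deviations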;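 further: score derived from kinetic fluorescence span divided by baseline fluorescence per well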
# * marks the source's active call; other numbers are inactive results; i = inactive; x = no result given.
SMILES,KCNQ1 act,MrgX1 PAM,RGS4 act,RGS4 block,MrgX1 ag,hERG rescue,KCNK9 block,KCNK3 block,KCNQ1 block,TMEM16A act,TMEM16A inh
CC1CCN(c2ccc([N+](=O)[O-])cc2C(=O)O)CC1,i,i,i,i,i,-6,i,i,i,i,i
O=C(CN1CCN(Cc2ccccc2Cl)CC1)N/N=C/C=C/c1ccco1,i,i,i,i,i,0,i,i,i,i,i
Cc1ccc(CN2CCCN(Cc3ccc(F)cc3Cl)S2(=O)=O)cc1,i,i,i,i,i,-5,i,i,i,i,i
COc1ccc(/C=C/C(=O)Oc2cccc(/C=N/NC(=O)c3cccc(F)c3)c2)cc1,i,i,i,i,i,-10,i,i,i,i,i
CC1CC(C)CN(C(=O)CN2C(=O)NC(C)(C)C2=O)C1 (centres undefined),i,i,i,i,i,-14,i,i,i,i,i
CCc1cc2cc(C)cc(C)c2nc1SCC(=O)N1CCN(C(=O)c2ccco2)CC1,x,i,x,x,i,x,x,i,x,i,i
O=C(CCN1CCc2ccccc2C1)Nc1cccc(F)c1,i,i,i,i,i,-11,i,i,i,i,i
CCOC(=O)Cn1c(SC)nc2sc3c(c2c1=O)CC(C)(C)OC3,i,i,i,i,i,-15,i,i,i,i,i
C(=N\n1cnnc1)/c1cccc(Oc2ccccc2)c1,i,i,i,i,i,-5,i,i,i,i,i
Cc1ccc(CN2CC(C(=O)Nc3ccncc3)CC2=O)cc1 (centres undefined),i,i,i,i,i,-8,i,i,i,i,i
FC(F)(F)c1cnc2c(c1)Nc1ccccc1S2,i,i,i,i,i,-3,i,i,i,i,i
O=C(c1ccc(CS(=O)Cc2ccccc2Cl)o1)N1CCN(c2cccc(Cl)c2)CC1 (centres undefined),i,i,i,i,i,-16,i,i,i,i,i

# Brought forward from above: 2 entries, followed by the next part.
SMILES,KCNQ1 act,MrgX1 PAM,RGS4 act,RGS4 block,MrgX1 ag,hERG rescue,KCNK9 block,KCNK3 block,KCNQ1 block,TMEM16A act,TMEM16A inh
FC(F)(F)c1cnc2c(c1)Nc1ccccc1S2,i,i,i,i,i,-3,i,i,i,i,i
O=C(c1ccc(CS(=O)Cc2ccccc2Cl)o1)N1CCN(c2cccc(Cl)c2)CC1 (centres undefined),i,i,i,i,i,-16,i,i,i,i,i
O=C1OC(CO)CN1Cc1ccccc1 (centres undefined),i,i,i,i,i,-10,i,i,i,i,i
CCOC(=O)c1ccc(N/C=C/C(=O)c2ccccc2)cc1,i,i,i,i,i,-6,i,i,i,i,i
Cc1ccccc1C(=O)c1cccn1CC(=O)NC(C)CCc1ccccc1 (centres undefined),i,i,i,i,i,-8,i,i,i,i,i
COc1cc(C(=O)Nc2ccc(NC(=O)C(C)C)nc2)cc(OC)c1OC,i,i,i,i,i,-4,i,i,i,i,i
CC(C)(C)NCCCCOc1ccccc1F,i,i,i,i,i,-7,i,i,i,i,i
O=C(Nc1ccc(N2CCOCC2)c(Cl)c1)c1ccccc1Cl,i,i,i,i,i,-5,i,i,i,i,i
O=C(CN1CCSCC1)N/N=C/c1ccc(F)cc1F,i,i,i,i,i,-1,i,i,i,i,i
C=CCn1c(=O)c(C(=O)NCc2ccc(Cl)cc2)c(O)c2ccccc21,i,i,i,i,i,-9,i,i,7*,i,i
CSc1ccc(COC(=O)c2cc([N+](=O)[O-])ccc2N2CCOCC2)cc1,i,i,i,i,i,-9,i,i,i,i,i
Cc1ccc(N(Cc2cc(=O)[nH]c3ccccc23)C(=O)CCl)c(C)c1,i,i,i,i,i,-9,i,i,i,i,i
COCCNC(=O)C1CC(=O)N(CCc2ccccc2)C1 (centres undefined),i,i,i,i,i,-4,i,i,i,i,i
COc1cccc(/C=C/C(=O)c2ccc(C)c([N+](=O)[O-])c2)c1,i,i,i,8.9*,32*,-7,i,i,i,i,i
CCc1ccc(NC(=O)c2cc(C)nn2-c2ccccc2)cc1,i,i,i,i,i,-7,i,i,i,i,i
Cc1nnc(NC(=O)C2(c3ccccc3)CCOCC2)s1,i,i,i,i,i,-8,i,i,i,i,i
CCCOC(=O)Nc1cc(OC)c(Cl)cc1OC,i,i,i,i,i,-9,i,i,i,i,i
NC(=O)CSc1nnc(-c2cccc(S(=O)(=O)N3CCOCC3)c2)n1C1CCCCCC1,i,i,i,i,i,-2,i,i,i,i,i
O=c1[nH]cnc2ccsc12,i,i,i,i,i,-9,i,i,i,i,i
O=c1oc(/C=C/c2ccccc2)nc2ccccc12,i,x,i,i,x,-13,i,i,i,i,x
O=C(COc1ccccc1Br)N1CCN(C(=O)c2ccco2)CC1,i,i,i,i,i,-13,i,i,i,i,i
Cc1ccc(NC(=O)Nc2c(Cl)cccc2Cl)cn1,i,i,i,i,i,-2,i,i,i,i,i
CCN1CCN(c2ccc(S(=O)(=O)N3CCCCC3)cc2NC(=O)/C=C/c2cc(OC)ccc2OC)CC1,i,i,i,i,i,-13,i,i,i,i,i
O=C(CSc1ccccc1)Nc1cccc(S(=O)(=O)N2CCCC2)c1,i,i,i,i,i,-11,i,i,i,i,i
CC(CCc1ccc(O)cc1)NCCc1ccc(O)c(O)c1 (centres undefined),i,i,i,i,i,-5,i,i,i,i,i
CC(=O)c1ccc(-c2nnc(CCC(=O)N(C)Cc3cccc4cnccc34)o2)s1,i,i,i,i,i,-14,i,i,i,i,i
COc1ccc(OC)c(S(=O)(=O)NCCc2cn3ccsc3n2)c1,i,i,i,i,i,-10,i,i,i,i,i
Cc1ccc2c(c1)N(CC(=O)NC1CCCCC1C)C(=O)CO2 (centres undefined),i,i,i,i,i,-13,i,i,i,i,i
Cc1ccc(S(=O)(=O)N2CCCOC2)cc1,i,i,i,i,i,-7,i,i,i,i,i
c1cc2[nH]snc2c2nc(C3CC3)nc12,i,i,i,i,i,-8,i,i,i,i,i
O=C(NCC1CC1)c1cc(-c2ccccc2)nn1CC1CC(c2cccc([N+](=O)[O-])c2)=NO1 (centres undefined),i,i,i,i,i,-8,-8.3*,i,i,i,i
COc1ccccc1N1CCN(c2ccc([N+](=O)[O-])nc2)CC1,i,i,i,i,i,-22,i,i,i,i,i
O=C(CCC(=O)N1CCOc2ccccc21)N1CCCCC1,i,i,i,i,i,-6,i,i,i,i,i
CCOc1cccc2c1OC1(C)CC2NC(=O)N1c1cccc(C(=O)NCc2ccccn2)c1 (centres undefined),i,i,i,i,i,-14,i,i,i,i,i
C=CCNC(=S)Nc1nc2c(cc1C(=O)OCC)COC(C)(C)C2,i,i,i,i,i,-6,i,i,i,i,i
O=C(COC(=O)C1=COCCO1)Nc1ncc(C(F)(F)F)cc1Cl,i,i,i,i,i,0,i,i,i,i,i
C/C(=N\NC(=O)c1nn(C)c(C)c1Br)c1cccc(NC(=O)c2ccc(F)cc2)c1,i,i,i,i,i,-8,i,i,i,i,i
O=C1NC(=O)C2(CCCc3ccccc32)N1 (centres undefined),i,i,i,i,i,-5,i,i,i,i,i
CCC/C(=N\NC(=O)C1CC1)c1ccc(Br)cc1,i,i,i,i,i,-4,i,i,i,i,i
CC/C(CC(=O)C(F)(F)F)=N\NC(=O)/C(C#N)=C/N(C)C,i,i,i,i,i,-6,i,i,i,i,i
CC(C)Cn1c(N)c(C(=O)COC(=O)c2c(F)cccc2F)c(=O)n(C)c1=O,i,i,i,i,i,-16,i,i,i,i,i
Cc1ccc(C2/C(=C(/O)c3ccc4c(c3)CC(C)O4)C(=O)C(=O)N2CCCn2ccnc2)cc1 (centres undefined),i,i,i,i,i,-7,i,i,i,i,i
COc1cccc(N(C(=O)CNC(=O)c2ccco2)C(C(=O)NC2CCCC2)c2cccnc2)c1 (centres undefined),i,i,i,i,i,0,i,i,i,i,i
Cn1ccnc1SCC(=O)N1CCN(S(=O)(=O)c2ccccc2)CC1,i,i,i,i,i,-11,i,i,i,i,i
Cc1cc(C)c(C(N)=O)c(Nc2cccc3ccccc23)n1,i,i,i,i,i,-6,i,i,i,i,i
CCOC(=O)c1c(-c2ccc(OC)cc2)csc1NC(=O)CSc1ncnc2sccc12,i,i,i,i,i,-5,i,i,i,i,i
Cc1csc(NC(=O)c2ccc(C)c(S(=O)(=O)N3CCCCC3)c2)n1,i,i,i,i,i,-10,i,i,i,i,i
Clc1ccc(-c2nnc(-c3cccc4ccccc34)o2)cc1Cl,i,i,i,i,i,-8,i,i,i,i,i
COc1ccc(S(=O)(=O)NCCc2cc3ccc(C)c(C)c3[nH]c2=O)cc1,i,i,i,i,i,-5,i,i,i,i,i
COc1ccc(CCC(=O)NCC23CC4CC(CC(C4)C2)C3)cc1,i,i,i,i,i,-10,i,i,i,i,i
O=C(NC(Cc1ccccc1)C(=O)O)/C(=C\c1ccco1)NC(=O)c1ccccc1 (centres undefined),i,i,i,i,i,-5,i,i,i,i,i
CC(C)(C)c1ccc(Oc2ccc(NC(=O)c3ccco3)cn2)cc1,i,i,i,i,i,-10,i,i,i,i,100*
COc1ccc(CCNc2nc(-c3cccnc3)nc3ccccc23)cc1OC,i,i,i,i,i,-10,i,i,i,i,i
CSCC[C@H](NC(=O)OC(C)(C)C)C(=O)N1CCC(C(=O)N[C@@H](C)C(=O)O)CC1,i,i,i,i,i,-5,i,i,i,i,i
O=C(NC(=S)Nc1ccccc1N1CCOCC1)c1ccc(-c2ccccc2F)o1,13*,i,i,i,i,-5,i,i,i,i,i
CCc1nonc1NC(=O)c1oc2ccc(Cl)cc2c1C,i,i,i,i,i,-8,i,i,i,i,i
